# LDHA inh: inhibitors of human lactate dehydrogenase A | P00338 | purified LDHA, NADH/diaphorase-resazurin fluorescence; hits give low values | activity change, % (values are at about 110 or 230 µM) | hit rate 0.15% among 480,000; in the data active means activity change below about -30%; inconclusive means mostly about -25% to -30%;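 further: plate controls were DMSO wells for no effect and wells without enzyme for full effect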
#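 LDH5 2 nM; NADH 0.06 mM, pyruvate 0.2 mM; 200 mM Tris pH 7.4, EDTA, Tween-20; 5 min RT. Detection: diaphorase 0.133 mg/mL + resazurin 37 µM, fluorescence ex540/em590 at 0 and 20 min; normalized to enzyme-free and DMSO wells.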
# D1 antag: antagonists of human D1 dopamine receptor; activity change, negative = inhibition, % at 10 µM; HEK293 TREx D1 cells, calcium flux, dopamine EC80; hits give low values; P21728; hit rate 3.2% among 360,000; in the data active means activity change below about -30%; further: on the % scale 0 is the no-effect control and ±100 the full control effect
#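 Compound effects on dopamine-evoked calcium signalling were measured in tetracycline-induced HEK293 Trex D1 cells. Dopamine at EC80 followed a 180 s compound pre-read, and fluorescence was tracked kinetically for 180 s more.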
# GRP78 ERSR act: inducers of ER stress response in human glioma cells; U87-MG GRP78 promoter luciferase reporter, 16 h; Potency, µM, without a hit: at the highest dose activation, hits mostly activators; hit rate 0.02% among 420,000; AID 602332; further: potency means the concentration at half of the fitted maximal effect; series mostly up to about 76 µM; % of control where 0% means no effect; nearly all actives have a fitted effect of over 35% in size
#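 Stably transfected U87-MG glioma cells carrying a GRP78-based luciferase sensor; 16 h compound incubation. Luminescence end-point read 10 min after Bright-Glo addition at room temperature.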
# D1 potentiator: potentiators of human D1 dopamine receptor; P21728; HEK293 TREx D1 cells, calcium flux, dopamine EC20 potentiation; potentiation, % at 10 µM; hit rate 0.036% among 360,000; in the data active means potentiation above about 30%; further: 0% is about no effect
# D2 PAM: positively modulates the human D2 dopamine receptor allosterically. HEK293 T-REx D2, calcium flux, EC20 dopamine potentiation. hit rate 0.34% among 340,000. potentiation, % at 10 µM. AID 485347. P14416;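 active means potentiation over 3 SD above the plate norm, cut at about 30% in these data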; further: 0% is about no effect
# Target sequence (P14416 whole entry, looked up): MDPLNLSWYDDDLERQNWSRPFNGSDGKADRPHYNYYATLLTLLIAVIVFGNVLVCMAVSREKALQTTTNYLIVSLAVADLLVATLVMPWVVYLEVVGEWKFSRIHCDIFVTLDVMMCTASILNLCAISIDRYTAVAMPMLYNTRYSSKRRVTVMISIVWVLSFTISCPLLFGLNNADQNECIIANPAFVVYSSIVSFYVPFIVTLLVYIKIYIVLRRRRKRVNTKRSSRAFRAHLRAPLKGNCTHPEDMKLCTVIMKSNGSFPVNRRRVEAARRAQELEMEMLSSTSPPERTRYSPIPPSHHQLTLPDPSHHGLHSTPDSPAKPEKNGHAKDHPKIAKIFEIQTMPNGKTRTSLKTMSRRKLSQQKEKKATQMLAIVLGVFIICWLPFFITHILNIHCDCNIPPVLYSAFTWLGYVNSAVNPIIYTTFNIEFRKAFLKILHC
#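 Primary screen. Calcium kinetics in induced HEK293 T-REx D2 cells: compound pre-addition 180 s, EC20 dopamine, 180 s more.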
# RXFP1 agonist: RXFP1 (human) receptor agonism. HEK293T-RXFP1 cAMP TR-FRET, 30 min; response scale: percent of porcine relaxin response, buffer zero. Potency, µM (highest dose often 57.5 µM), for inactives: at the top dose activation, actives largely listed as activators. hit rate 0.3% among 370,000; further: potency means the concentration at half of the fitted maximal effect; on the % scale 0 is the no-effect control and ±100 the full control effect; nearly all actives have a fitted effect of over 60% in size; many of its hits are not listed in these tables
#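 cAMP rise read by TR-FRET after 30 min, 37C compound exposure (up to 58 uM) in RXFP1-transfected HEK293 cells with Ro 20174 present. EC50 from Hill-equation fits, with 29 nM porcine relaxin as 100% and buffer as basal.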
# D1 agonist: agonists of human D1 dopamine receptor; AID 504660; hit rate 1% among 360,000; activation, % at 2 µM; HEK293 T-REx D1 cells, calcium flux, agonist mode; in the data active means activation above about 30%; further: 0% is about no effect
#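 Agonism was scored from calcium flux recorded over 180 s (1 read/s) after pintool compound addition, following a 10-cycle baseline. Cells were inducible force-coupled HEK293 TREx D1, plated overnight at 30 C and loaded with no-wash calcium dye.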
# Vif-APOBEC3G blk: blocks the Vif interaction with human APOBEC3G; Q9HC16; HeLa A3G-eYFP + Vif (tagged APOBEC3G with the HIV-1 protein that degrades it), YFP fluorescence, overnight; Potency, µM (doses to about 46.1 µM), for inactives: top-dose activity, negative = active, most hits filed as inhibitors; hit rate 0.076% among 410,000; AID 602310;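 further: potency means the concentration at half of the fitted maximal effect; on the % scale 0 is the no-effect control and ±100 the full control effect; nearly all actives have a fitted effect of over 60% in size; hits raise eYFP signal because A3G escapes Vif-driven loss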
# Target sequence (Q9HC16 whole entry, looked up): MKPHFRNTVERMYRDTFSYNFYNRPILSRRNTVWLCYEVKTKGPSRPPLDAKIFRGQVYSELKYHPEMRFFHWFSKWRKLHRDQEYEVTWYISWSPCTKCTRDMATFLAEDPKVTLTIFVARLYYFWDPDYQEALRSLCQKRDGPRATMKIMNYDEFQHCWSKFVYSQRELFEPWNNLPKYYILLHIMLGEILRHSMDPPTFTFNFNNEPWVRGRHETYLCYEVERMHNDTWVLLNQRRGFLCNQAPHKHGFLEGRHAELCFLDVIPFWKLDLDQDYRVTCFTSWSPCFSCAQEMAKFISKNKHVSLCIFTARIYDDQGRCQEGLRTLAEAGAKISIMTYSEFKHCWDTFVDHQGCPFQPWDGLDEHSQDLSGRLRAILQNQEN
#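 HeLa cells stably expressing Vif and C-terminally eYFP-tagged A3G, seeded overnight at 37 deg C, then exposed to compound by pintool overnight at 37 deg C. Rise in yellow fluorescence (Ex 488/Em 500-530, Acumen) marks blocked Vif-driven A3G degradation.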
# Vif-APOBEC3F blk: inhibitors of Vif-A3F interaction; HeLa A3F-eYFP + Vif (tagged APOBEC3F with the HIV-1 protein that degrades it), YFP fluorescence increase; AID 602313; Potency, µM (doses to about 46.1 µM), without a hit: top-dose activity, negative = active; hit rate 0.2% among 390,000; further: potency means the concentration at half of the fitted maximal effect; % of control where 0% means no effect; nearly all actives have a fitted effect of over 65% in size
#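 Fluorescence increase (Ex 488/Em 500-530) after overnight compound treatment at 37 deg C flags inhibition of Vif-driven A3F-eYFP loss in stable HeLa A3F-eYFP/Vif cells seeded overnight beforehand.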
# Active calls of the source: *; ? = inconclusive; . = not tested or not shown; & = joins results of further samples. Unless noted, the call rests on the fitted dose curve; in most records, active means well fitted curve in the direction sought with a large enough effect; inconclusive means small, poorly fitted or top-dose-only effect, or another doubt; inactive means no such curve, though single readings can be large; an effect the other way counts as inactive or inconclusive.
SMILES,LDHA inh,D1 antag,GRP78 ERSR act,D1 potentiator,D2 PAM,RXFP1 agonist,D1 agonist,Vif-APOBEC3G blk,Vif-APOBEC3F blk
Cc1onc(-c2ccccc2)c1C(=O)NCCSCc1ccco1,-9,.,-4%,.,.,.,.,0%,-6%
C=CCc1ccccc1OCCOc1ccc([N+](=O)[O-])cc1/C=N/NC(N)=O,-9,-5,-6%,-6,-4,-1.9%,2,-11%,-1%
COc1cccc(C(=O)NCCS(=O)(=O)N2CCOCC2)c1,-1,-21,-3%,-3,-41,-0.9%,-1,-2%,6%
Cc1ccc(S(=O)(=O)c2c(C)nn(C(C)(C)C)c2OC(=O)c2ccco2)cc1,-5,-10,-4%,-5,-5,3.1%,6,-11%,6%
Cc1c(Cl)c([N+](=O)[O-])nn1Cc1ccc(C(=O)N/N=C\c2ccccn2)o1,0,3,-2%,-1,-10,1.6%,0,0%,-11%
CSCCC(NC(=O)c1ccco1)C(=O)NCCc1ccc(Cl)cc1 (configuration not stated),-6,.,-5%,.,.,.,.,0%,0%
C=CCC(NC(=O)c1ccc(C#N)cc1)C(=O)NCCC (configuration not stated),-7,-17,-1%,-7,-2,0.5%,-2,3%,3%
CCC(C)(C(=O)NC1CCCCC1)N(C)C(=O)c1ccc2c(c1)OCO2 (configuration not stated),7,12,-5%,-6,10,0.2%,1,-3%,-1%
Cc1ccccc1-n1ncc2c1CC(C)(C)CC2NC(=O)CCC(F)(F)F (configuration not stated),-4,-5,-5%,-9,3,-0.5%,-3,-1%,1%
CC1CN(C(=O)C(C)OC(=O)c2ccc3ncsc3c2)CC(C)O1 (configuration not stated),-20,-2,-3%,-2,9,0.8%,1,-1%,1%
CCOC(=O)Nc1ccc2c(c1)nc(CN1CCN(C(C)=O)CC1)n2C,11,-10,-2%,3,6,0.5%,3,0%,-4%
Cc1ccc(N2C(=S)NC3c4ccccc4OC2(C)C3C(=O)N(C)C)cc1 (configuration not stated),-15,8,-4%,-2,.,1.0%,3,0%,8%
CC(C)[C@H](NC(=O)c1ccco1)C(=O)OCc1cc(=O)n2c(n1)sc1ccccc12,-8,-15,-3%,-1,.,0.8%,0,0%,-3%
CCCCNC(=O)c1ccc2c(SCC(=O)O)c3c(nc2c1)CCCC3,-11,-24,-5%,-7,.,1.8%,6,5%,-12%
CCOC(=O)Cn1nnc(-c2ccc(S(C)(=O)=O)cc2)n1,-8,-7,-3%,-5,8,0.2%,4,-2%,2%
O=C(O)CSc1c2c(nc3cc(C(=O)N4CCCC4)ccc13)CCCC2,2,13,1%,0,3,2.5%,4,4%,-1%
Cc1nn(CC(=O)Nc2ccc3c(c2)nc(CN2CCCCC2)n3C)c(=O)c2ccccc12,0&1,-5,-2%,2,0,1.6%,2,0%,6%
Nc1nc(Nc2ccccc2Br)nc(C(F)(F)F)n1,-1,1,1%,0,10,-0.2%,-1,-1%,-4%
CCOc1nc(Nc2ccc(OC)c(Cl)c2)nc(OCC)n1,-1,-8,-7%,-4,19,1.0%,6,-12%,-12%
CCc1nnc(NC(=O)c2ccc(OC)c(S(=O)(=O)N3CCCC3)c2)s1,3,3,0%,1,23,-0.2%,-1,0%,2%

# Another view of some results above.
mol | LDHA inh | D1 antag | GRP78 ERSR act | D1 potentiator | D2 PAM | RXFP1 agonist | D1 agonist | Vif-APOBEC3G blk | Vif-APOBEC3F blk
CCOC(=O)Nc1ccc2c(c1)nc(CN1CCN(C(C)=O)CC1)n2C | 11 | -10 | -2% | 3 | 6 | 0.5% | 3 | 0% | -4%
CC1CN(C(=O)C(C)OC(=O)c2ccc3ncsc3c2)CC(C)O1 (configuration not stated) | -20 | -2 | -3% | -2 | 9 | 0.8% | 1 | -1% | 1%
CCc1nnc(NC(=O)c2ccc(OC)c(S(=O)(=O)N3CCCC3)c2)s1 | 3 | 3 | 0% | 1 | 23 | -0.2% | -1 | 0% | 2%
CCC(C)(C(=O)NC1CCCCC1)N(C)C(=O)c1ccc2c(c1)OCO2 (configuration not stated) | 7 | 12 | -5% | -6 | 10 | 0.2% | 1 | -3% | -1%

# Remaining list, next part.
SMILES,LDHA inh,D1 antag,GRP78 ERSR act,D1 potentiator,D2 PAM,RXFP1 agonist,D1 agonist,Vif-APOBEC3G blk,Vif-APOBEC3F blk
CC(C)c1ccccc1NC(=O)CN1C(=O)c2cccc3cccc1c23,-1,-12,-2%,-5,-8,12%,2,-2%,-3%
CCOc1ccc(CCNC(=O)c2ccc(C)c(NC3=NC4CS(=O)(=O)CC4S3)c2)cc1 (configuration not stated),-10,-9,-9%,-5,.,-3.6%,0,2%,-5%
CC1(C)C(c2ccccc2)=[N+]([O-])CN1O,-4,-5,-3%,-3,19,3.4%,1,2%,1%
CC1(C)Nc2ccccc2C(=O)N1NS(=O)(=O)c1ccccc1,-8,3,-8%,0,7,4.0%,2,0%,-2%
COc1ccccc1C1N(c2ccc(Cl)cc2)C(=O)C2CCCN21 (configuration not stated),7,-5,0%,-4,6,-0.2%,6,-19%,.
CCOC(=O)c1cn(CC(=O)Nc2ccc3c(c2)OCCO3)nn1,2,-13,-4%,-6,-4,1.7%,-1,0%,0%
CCOC(=O)c1c(C)n(C)c2ccc(OC(=O)c3ccoc3)cc12,-13,-1,-3%,0,15,1.3%,3,0%,1%
COc1ccc(NC(=S)NC(=O)/C=C/c2cccs2)cc1,-4,2,3%,-9,8,1.9%,2,-8%,-24%
CSCC[C@H](NC(=O)C1CCN(S(=O)(=O)c2ccc(C)cc2C)CC1)c1nc2ccccc2[nH]1,-4,.,-2%,.,.,.,.,-1%,1%
Cc1ccc(NCN2C(=O)c3ccccc3C2=O)cc1Cl,-2,.,-1%,.,.,.,.,0%,-10%
Cc1ccc(Cn2c(C(C)Nc3nc(-c4ccc(F)cc4)cs3)nc3cc(C(F)(F)F)ccc32)cc1 (configuration not stated),0,.,-6%,.,.,.,.,-5%,0%
O=[N+]([O-])c1ccc(-c2nc(Nc3cccc(O)c3)c3ccccc3n2)cc1,-1&-4,-33*,-12%,-9,7,10%,5,?,2%
C[C@H]1CCC[C@@]2(O[C@H](CCO)C[C@H](O)[C@H]2O)O1,1,.,-1%,.,.,.,.,-2%,3%
Cc1ccc2nc(N3CCN(S(=O)(=O)c4ccc5c(c4)OCCO5)CC3)c(C#N)cc2c1,15,-4,-3%,-1,12,6.7%,4,2%,4%
CC1(C)CC(=O)C2=C(C1)OC(N)=C(C#N)C2c1ccsc1 (configuration not stated),0,-9,-2%,-3,17,-0.3%,2,1%,6%
COCc1ccc(C(=O)N2CCCC(N3CCN(c4cccc(Cl)c4)CC3)C2)s1 (configuration not stated),0,.,-3%,.,.,.,.,7%,1%
CCOC(=O)c1cc(-c2ccccc2)n(-c2cccc(C(=O)Nc3ccc(F)c(F)c3)c2)c1C,-5,-2,-4%,-3,10,1.0%,3,-2%,8%
O=C(OCCOc1ccc(Br)cc1)c1ccc(Cl)nc1,0,3,-3%,6,-2,3.4%,2,1%,2%
Cc1ccc(S(=O)(=O)NOCc2ccccc2)cc1,2,.,2%,.,.,.,.,-1%,0%
COc1cccc(N2C(=O)/C(=C\c3cccs3)NC2=S)c1,-3,-11,11%,3,.,0.1%,5,-3%,-7%
Cc1ccc(OCC(=O)NNC(=O)Nc2ccc(Cl)cc2)c(Br)c1,-5,.,-2%,.,.,.,.,-5%,-3%
COc1cccc(C(=O)N2CCCN(C)CC2)c1OC,-2,4,-3%,-2,.,1.3%,0,-1%,6%
CCOC(=O)c1ccccc1NC(=O)c1nc2nccc(C)n2n1,-4,.,-4%,-3,11,0.2%,3,1%,0%
CCCn1c(=NC(=O)CS(=O)(=O)c2ccccc2)sc2cc(S(C)(=O)=O)ccc21,-6,18,-1%,-3,-1,20%,4,0%,8%
CCn1nnnc1SCC(=O)N1CCCc2ccccc21,4,-9,1%,-6,1,0.6%,1,1%,-8%
Cc1ccc(CN(C)C(=O)C2CCN(C(=O)Nc3ccccc3)CC2)o1,-12,0,0%,1,-4,-1.2%,6,-1%,-7%
CC(=O)Nc1sc2c(c1C(c1ccccc1)N1CCOCC1)CCCC2 (configuration not stated),-4,.,-1%,-1,7,0.1%,-1,1%,-20%
O=C(NN1C(=O)C2C3c4ccccc4C(c4ccccc43)C2C1=O)C1CC1 (configuration not stated),-7,-6,-4%,-5,1,2.3%,2,-1%,13%
CCCC(C(=O)NC(C)(C)C)N(Cc1ccccc1)C(=O)c1snc(C(N)=O)c1N (configuration not stated),-2,.,-8%,.,.,.,.,2%,-8%
Cn1c(=O)c2[nH]c(NN=Cc3cccc(Br)c3)nc2n(C)c1=O,-10,.,0%,.,.,.,.,-6%,12%
COc1cc(NCCCn2cnc(C(=O)Nc3ccc(C)c(C)c3)n2)cc(OC)c1OC,18,.,0%,.,.,.,.,0%,-4%
COc1ccc(-c2ccc(NS(=O)(=O)c3cccc(C)c3)cc2)nn1,2,-7,-3%,0,8,3.2%,3,-2%,4%
Cc1ccc(NC(=O)CN(C)CC(=O)NC2CCCc3ccccc32)cc1 (configuration not stated),-2,0,-6%,-8,-2,0.0%,0,1%,16%
CN1CCN(c2cc3c(c4c2[nH]c2ccccc24)C(=O)CC(C)(C)C3)CC1,-18,3,-4%,-4,1,4.6%,24,-15%,-3%
Cc1c(Cl)c(C(=O)NC2CCCC2)nn1C,0,3,-6%,-3,-1,-0.3%,-1,-5%,-4%
NC(CCC(=O)O)C12CC3CC(CC(C3)C1)C2 (configuration not stated),1,.,-3%,-7,-6,-0.6%,0,3%,16%
COc1ccc(N(CC(=O)NC2CCCCC2)C(=O)CCC(=O)Nc2nc(C)cs2)cc1OC,1,-45*,-6%,1,.,-0.4%,0,1%,-15%
COc1ccc(Cn2c(CO)cnc2SCc2ccccc2)cc1,-1,7,0%,0,13,1.6%,8,1%,7%
O=C(CSc1nnc(NC(=O)c2c(F)cccc2F)s1)NCc1ccccc1,-7,4,1%,7,-1,-0.7%,1,-18%,1%
N#Cc1c(NC(=O)CCCC(=O)O)sc2c1CCCCC2,-1,16,-14%,8,13,3.9%,1,0%,-13%
CN(C)S(=O)(=O)c1ccc(Oc2ccc(S(=O)(=O)N(C)C)cc2)cc1,-2,-4,3%,-2,-1,0.4%,10,6%,14%

# Bioassay records (PubChem)

# These rows are one share of the data. The share of hits here may be higher or lower than overall.
